Screens: PubChem, National Center for Advancing Translational Sciences (NCATS)
Nrf2 ARE act – qHTS of Nrf2 Activators. Potency, µM (titrated, usually from 46.1 µM), for the others: at the top dose activation, usual class: activators. AREc32 ARE-luciferase reporter (MCF7-derived line), luminescence, 24 h. actives 0.31% (n = 410,000); note: potency is the fitted concentration of half-maximal effect; % of control where 0% means no effect; nearly all actives have a fitted effect of over 65% in size
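Steps: seed AREc32_Fluc cells (1000/well, 5% FBS OPTI-MEM); incubate overnight at 37 deg C; add 23 nL compound; incubate 24 hr; add Steady-Glo; hold 30 min RT; read luminescence.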
pAkt inh – HTS Assay for Inhibitors of Akt Phophorylation: Primary Screen | actives 0.32% (n = 360,000) | Neuro2A IGF-stimulated pAkt S473 HTRF, 20 min; active compounds read low | activity change, % for hits at 50 µM; in the data active = activity change below about -80%; inconclusive = mostly about -51% to -80%; note: % is set by controls: 0 for no effect and ±100 for the full control effect
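Neuro2A cells (4,500/well, DMEM with 0.5% FBS) were treated with compound at a single 50 µM final concentration, stimulated with 6 nM IGF for 20 min at 37 °C, and lysed. Phospho-Akt Ser473 was read by HTRF as 665/615 ratio ×10^4.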
TGFb inhibitor – qHTS for Inhibitors of TGF-b; HepG2 CAGA-GFP TGF-b/SMAD3 reporter, GFP fluorescence, 18 h; TGF-beta stimulated, 500 pg/mL final; Potency, µM (highest dose often 46.1 µM), inactives show at the top dose activity, negative = inhibition, actives largely listed as inhibitors; actives 1.2% (n = 410,000); note: potency is the fitted concentration of half-maximal effect; % is set by controls: 0 for no effect and ±100 for the full control effect; nearly all actives have a fitted effect of over 65% in size
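Inhibition of TGF-beta-driven CAGA-GFP reporter expression in HEPG2 cells is measured by cellular GFP fluorescence after 18 h stimulation with 500 pg/mL recombinant TGF-beta in 1% FBS medium at 37 degrees C.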
A549 viability – Nrf2 qHTS screen for inhibitors: counterscreen for cytotoxicity. A549 ARE-Fluc cells, CellTiter-Fluor viability, 18-24 h. Potency, µM (doses to about 46 µM), for inactives: top-dose activity change, negative = cytotoxicity, hits mostly inhibitors. actives 0.16% (n = 390,000). AID 504648, 2011; note: potency is the fitted concentration of half-maximal effect; % is set by controls: 0 for no effect and ±100 for the full control effect
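A549 ARE_Fluc cells in 5% FBS OPTI-MEM were exposed to compounds in concentration-response for 18-24 h at 37 deg C. Viability was read by CellTiter-Fluor fluorescence (Ex 405/Em 525) after 30 min, before the luciferase read.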
Nrf2 block – Nrf2 qHTS screen for inhibitors | A549 ARE-Fluc reporter, luciferase luminescence, 18-24 h | Potency, µM (doses to about 46 µM), without a hit: at the top dose activity change, negative = inhibition, usual class: inhibitors | actives 2.1% (n = 360,000) | AID 504444, 2011; note: potency is the fitted concentration of half-maximal effect; % is set by controls: 0 for no effect and ±100 for the full control effect; nearly all actives have a fitted effect of over 60% in size
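Cells were seeded and rested 2 h, then exposed to compounds for 18-24 h. CellTiter-Fluor was read first as a viability measure. BugLite was added 15 min before the final luminescent read of ARE-luciferase activity in A549 cells.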
EPAC2 antag – qHTS for Antagonist of cAMP-regulated guanine nucleotide exchange factor 2 (EPAC2): primary screen. Potency, µM (series often up to 114 µM), for inactives: at the top dose activity, negative = inhibition, hits mostly inhibitors. Rap guanine nucleotide exchange factor 4 (Homo sapiens), Q8WZA2. actives 0.18% (n = 360,000). EPAC2 GEF exchange of Rap1B-BODIPY-GDP, fluorescence; note: potency is the fitted concentration of half-maximal effect; % is set by controls: 0 for no effect and ±100 for the full control effect; nearly all actives have a fitted effect of over 45% in size; many of its hits are not listed in these tables
Target sequence (Q8WZA2 whole entry, looked up): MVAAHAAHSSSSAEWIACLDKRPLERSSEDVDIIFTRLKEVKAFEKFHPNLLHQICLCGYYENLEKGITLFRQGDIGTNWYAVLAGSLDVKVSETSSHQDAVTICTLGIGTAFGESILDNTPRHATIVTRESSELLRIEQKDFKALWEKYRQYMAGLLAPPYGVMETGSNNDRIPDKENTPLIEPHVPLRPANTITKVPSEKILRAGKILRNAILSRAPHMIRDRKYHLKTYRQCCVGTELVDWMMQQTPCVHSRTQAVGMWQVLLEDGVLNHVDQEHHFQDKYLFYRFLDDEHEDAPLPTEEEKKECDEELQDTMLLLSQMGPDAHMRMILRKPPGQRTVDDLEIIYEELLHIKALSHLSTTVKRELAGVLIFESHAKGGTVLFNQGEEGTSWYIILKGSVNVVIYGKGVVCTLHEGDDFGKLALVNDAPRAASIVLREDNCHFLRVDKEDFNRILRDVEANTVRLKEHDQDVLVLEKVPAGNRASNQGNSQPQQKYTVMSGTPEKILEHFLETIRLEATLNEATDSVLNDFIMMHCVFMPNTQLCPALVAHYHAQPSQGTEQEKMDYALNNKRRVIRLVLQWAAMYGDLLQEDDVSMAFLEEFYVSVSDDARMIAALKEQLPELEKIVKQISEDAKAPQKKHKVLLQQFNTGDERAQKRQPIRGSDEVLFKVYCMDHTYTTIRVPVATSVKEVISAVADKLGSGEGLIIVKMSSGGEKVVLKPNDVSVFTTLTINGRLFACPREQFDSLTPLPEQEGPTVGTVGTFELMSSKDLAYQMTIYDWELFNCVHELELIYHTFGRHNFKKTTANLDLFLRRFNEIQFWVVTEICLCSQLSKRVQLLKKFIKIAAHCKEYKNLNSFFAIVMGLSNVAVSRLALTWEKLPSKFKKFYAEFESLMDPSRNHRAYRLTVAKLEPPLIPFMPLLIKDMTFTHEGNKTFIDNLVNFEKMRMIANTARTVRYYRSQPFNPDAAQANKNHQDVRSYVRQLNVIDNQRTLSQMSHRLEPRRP
Mm-Cpn inhibitor – Inhibitors of TCP-1 ring complex (TRiC) of Methanococcus maripaludis (MmCpn): qHTS; Potency, µM (highest dose often 76.9 µM), for the others: at the top dose activity, negative = inhibition, actives largely listed as inhibitors; Chaperonin Mm-Cpn (Methanococcus maripaludis); purified Mm-Cpn ATPase, ADP Transcreener TR-FRET; actives 0.031% (n = 330,000); note: potency is the fitted concentration of half-maximal effect; % is set by controls: 0 for no effect and ±100 for the full control effect; nearly all actives have a fitted effect of over 80% in size
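Eu-cryptate anti-ADP/ADP-d2 competition gives a ratio inversely related to ADP. Enzyme at 25 nM was pre-exposed to compound for 10 min, then given 10 uM ATP for 30 min, 37°C throughout.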
CCT chaperon mod – High-Throughput Screening for Modulators of Cytosolic Chaperonin Activity | activity change, % (no concentration beside the values), hits read low | purified chaperonin ATPase assay, HTRF ADP detection, 30 min | actives 0.3% (n = 360,000); in the data active = activity change below about -30%; note: % is set by controls: 0 for no effect and ±100 for the full control effect
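TRiC (40 or 20 nM final, by batch activity) in 30 mM Tris pH 7.4, 100 mM KCl, 5 mM MgCl2, 1 mM DTT was treated with compound at 76 uM single dose, then 10 uM ATP, 30 min at 37 °C. ADP was read by HTRF Transcreener.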
EPAC2 agonist – qHTS for Agonist of cAMP-regulated guanine nucleotide exchange factor 4 (EPAC2): primary screen; Rap guanine nucleotide exchange factor 4 (Homo sapiens), Q8WZA2; EPAC2 activation, biochemical qHTS; response scale: 100% = 6.5 mM cAMP response; Potency, µM (doses to about 154 µM), without a hit: at the top dose activation, usual class: activators; actives 0.079% (n = 360,000); AID 720711, 2013; note: potency is the fitted concentration of half-maximal effect; nearly all actives have a fitted effect of over 50% in size
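Setup: EPAC2 100 nM, labeled Rap1B complex 250 nM, free GDP 50 uM. Compound titrations pinned in, brief spin, 5 min room temperature incubation. Kinetic fluorescence read over 30 min, normalized to 6.5 mM cAMP.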
Numbers without * were called inactive; i = inactive; ? = inconclusive; / = not tested or not shown; & = joins results of further samples; [ ] = dose if it differs, or a comment. Unless noted, calls come from the whole dose curve; as a rule, active = well fitted curve in the direction sought with a large enough effect; inconclusive = small, poorly fitted or top-dose-only effect, or another doubt; inactive = no such curve, though single readings can be large; an effect the other way counts as inactive or inconclusive. This is a subset (hit frequency here may not be typical).

SMILES | Nrf2 ARE act | pAkt inh | TGFb inhibitor | A549 viability | Nrf2 block | EPAC2 antag | Mm-Cpn inhibitor | CCT chaperon mod | EPAC2 agonist
CC[C@@]1(C(=O)OC)N[C@H](CN(C)C(=O)c2ccc(C)cc2)[C@@H]2C(=O)N(Cc3ccccc3)C(=O)[C@@H]21 | 0.0% | i | -2% | -2% | -10% | -4% | 2% | -2.5 | 6%
Cc1ccc(Oc2nnc(-c3ccccc3)c3ccccc23)cc1 | 0.1% | i | -8% | -7% | -10% | -4% | 1% | -1.1 | 9%
O=C(NCCS(=O)(=O)c1ccc(Cl)cc1)c1ccc(F)cc1 | -0.8% | i | 0% | -2% | 4% | 7% | 0% | 0.1 | 5%
CN1CCn2cnc(C(=O)NCCCCCNC(=O)OC(C)(C)C)c2C1=O | -1.3% | i | -4% | / | / | 9% | / | -1.9 | 4%
OCCNc1nc(OCC(F)(F)F)nc(N2CCN(C34CC5CC(CC(C5)C3)C4)CC2)n1 | 0.1% | i | 4% | -5% | 13% | 6% | 1% | 2.7 | -11%
COc1ccc(/C(C)=N/Nc2ccc(C(=O)O)cc2)c(OC)c1 | 0.0% | i | 1% | 2% | ? | 4% | -3% | -9.2 | -2%
CS(=O)(=O)c1ccc(Cl)c(NC(=O)COC(=O)COc2ccc3c(c2)CCC3)c1 | 0.4% | i | 0% | 9% | 4% | -11% | 0% | -1.9 | 8%
Cn1cc(CNC(=O)Nc2ccc3c(c2)OCO3)cn1 | -0.2% | -106%* | 34%[activator] | -5% | 16% | 8% | 2% | -2.2 | 3%
Cn1nc(C(=O)OCC(=O)Nc2ccccc2OC(F)F)c2ccccc2c1=O | 3.3% | i | 28% | 1% | 7% | 4% | -7% | -1.0 | 4%
CCOC(=O)C1(Cc2cccc(Cl)c2)CCCN(C(=O)c2cc(C)n(C)n2)C1 (stereo not drawn) | -0.7% | i | -20% | -6% | -7% | 8% | 0% | -3.2 | 13%
COc1ccc(NC(=O)NNS(=O)(=O)c2ccc(OC)c(OC)c2)c(OC)c1 | 0.6% | i | -12% | 5% | -19% | -15% | 1% | -0.4 | 4%
CCOC(=O)CC1c2cc(OCC)c(OCC)cc2CCN1C(=O)Nc1cccc(Cl)c1 (stereo not drawn) | 0.8% | / | -11% | -3% | -10% | / | / | / | /
COC(=O)c1sc(NC(=O)c2cc(-c3ccccc3)nc3ccccc23)c(C#N)c1C | 5.1% | i | 5µM* | ? | 9.2µM* | 0% | 0% | -1.8 | -3%
Cc1cc(NS(=O)(=O)c2ccc(NC(=O)CSc3nnc(-c4ccco4)n3N)cc2)nc(C)n1 | -0.5%[9.22 µM] | i | 6% | -1% | -2% | -1% | 0% | -1.3 | 2%
Cc1cccc(-n2nc3c(c2NC(=O)CCCl)CSC3)c1 | ? | i | ? | 2% | 8% | 0% | -1% | -2.2 | 10%
Cc1cccc2cc(CN(CCCN(C)C)C(=S)NCCc3ccccc3)c(=O)[nH]c12 | 0.2% | i | -29% | ? | -15% | 8% | 2% | -5.5 | 5%
O=C1CSC(c2ccccn2)N1c1ccc(C(F)(F)F)cc1 (stereo not drawn) | -0.3% | i | 15% | -1% | ? | 4% | -1% | 1.5 | 0%
Cc1cc(=O)[nH]c(SCC(=O)Nc2nc3ccccc3s2)n1 | 10% | i | -6% | 7% | 24% | -12% | 0% | -19 | 15%
O=C(c1ccc(S(=O)(=O)Nc2ccccc2)cc1)N1CCOCC1 | -0.4% | i | -3% | 11% | -1% | 6% | 1% | -2.2 | 17%
NC(=S)N/N=C/c1ccc(-c2ccc(SC(F)F)cc2)o1 | 24% | i | 10µM* | -27% | -14% | -20% | 2% | 1.2 | 1%
CCN(CC)C(=O)CC(c1cc(OC)c(OC)c(OC)c1)c1c(OC)cc(OC)c2ccc(=O)oc12 (stereo not drawn) | 0.3% | i | -11%&-10% | -18%&-10% | -15%&2% | -7% | 0% | 1.1 | 2%
Cn1c(=O)oc2cc(S(=O)(=O)Nc3ccccc3F)ccc21 | 0.2% | i | -12% | -9% | -16% | 6% | -12% | -5.1 | 9%
COc1cccc(C(=O)NCCC2=CCCCC2)c1OC | 0.3% | i | 15% | -3% | ? | 3% | -8% | -0.7 | 1%
CC(C)NS(=O)(=O)c1ccc(OCC(=O)Nc2ccc(F)cc2F)cc1 | 0.3% | i | -13% | 2% | -27% | 0% | 0% | -1.3 | 8%
Cc1ccc2c(c1)C(c1ccccc1)N(C(=O)Cc1ccc(F)cc1)CC(=O)N2 (stereo not drawn) | 3.3% | / | ? | 0% | -1%[9.27 µM] | / | / | / | /

The last 2 compounds of the section above lead into the next:
SMILES | Nrf2 ARE act | pAkt inh | TGFb inhibitor | A549 viability | Nrf2 block | EPAC2 antag | Mm-Cpn inhibitor | CCT chaperon mod | EPAC2 agonist
CC(C)NS(=O)(=O)c1ccc(OCC(=O)Nc2ccc(F)cc2F)cc1 | 0.3% | i | -13% | 2% | -27% | 0% | 0% | -1.3 | 8%
Cc1ccc2c(c1)C(c1ccccc1)N(C(=O)Cc1ccc(F)cc1)CC(=O)N2 (stereo not drawn) | 3.3% | / | ? | 0% | -1%[9.27 µM] | / | / | / | /
COc1ccc(C#Cc2cnc3c(c2)C(=O)N([C@H](C)CO)C[C@@H](C)[C@H](CN(C)C(=O)CN(C)C)O3)cc1 | -0.4% | i | 14% | / | / | 4% | / | -2.0 | 6%
CCc1ccccc1NC(=O)CSc1ncc2c(n1)-c1ccccc1N(C)S2(=O)=O | -0.2% | / | 19% | ? | ? | / | / | / | /
CN1CCCC(C#CC(O)(c2ccccc2)c2ccccc2)C1 (stereo not drawn) | -0.6% | i | 8% | 0% | -1% | -1% | -3% | 2.0 | 4%
COc1ccc(C(=O)NCc2ccc(C)cc2)cc1S(=O)(=O)N1CCCC1 | -0.1% | i | 0% | 1% | ? | -6% | -13% | 0.9 | 7%
CCC[C@@H]1CCCC/C=C\CCCC(=O)OCCN1C(=O)OC(C)(C)C | 0.9% | i | 6% | -2% | -29% | -18% | 2% | -3.0 | 3%
CC1CCC(NC(=O)CN2C(=O)NC3(CCCCCC3)C2=O)CC1 (stereo not drawn) | -1.0% | i | -8% | -4% | 8% | 3% | -2% | -2.8 | 4%
O=C(O)c1cc(NC(=O)c2ccccc2[N+](=O)[O-])ccc1O | 0.2% | i | 5% | 8% | 1% | 16% | 0% | -0.8 | 5%
O=C(Nc1ccccc1)C1CCCN1C(=O)Nc1ccccc1[N+](=O)[O-] (stereo not drawn) | 0.6% | i | 5% | -14% | -23% | 1% | 1% | -3.4 | 3%
CC1=C(C(=O)Nc2ccccc2)C(c2ccccc2[N+](=O)[O-])NC(=O)N1 (stereo not drawn) | -0.4% | i | ? | 5% | 14% | -9% | 5% | 1.4 | 3%
Cc1ccc(COc2ccc(-c3cc(C(F)(F)F)n4nc(C)cc4n3)cc2)cc1 | -0.3% | / | -1% | 14% | ? | / | / | / | /
CCCn1nnnc1NCc1ccccc1OCc1ccc(F)cc1 | 0.9% | i | 5% | 1% | ? | 0% | 0% | 1.3 | -4%
CC1=NN2C(=N)/C(=C\c3cc(C)n(Cc4ccccc4)c3C)C(=O)N=C2S1 | 3.1% | i | 8% | -10% | -12% | 8% | 1% | -1.0 | 4%
CCOC(=O)c1ccc(NC(=O)c2c(C)nn(-c3ccc(F)cc3)c2-n2cccc2)cc1 | -1.9% | / | -7% | -11% | 41% | / | / | / | /
N#Cc1ccc(S(=O)(=O)N2CCC(C(=O)N3CCN(Cc4ccc5c(c4)OCO5)CC3)CC2)cc1 | -0.4% | i | ? | -8% | 18µM* | -4% | 0% | 2.2 | 6%
O=C(O)CCC(=O)N(Cc1ccco1)C1CC(=O)N(c2ccccc2)C1=O (stereo not drawn) | -0.6% | i | -26% | -8% | 6% | 2% | 2% | -1.7 | -4%
COc1cc(NC(=O)c2nn(-c3ccc(C)cc3)c(=O)c3c2c2ccccc2n3C)cc(OC)c1OC | -1.0% | / | -12% | -2% | -1% | / | / | / | /
Cc1ccc(S(=O)(=O)N2CCCCC2)cc1C(=O)NCCCN1CCOCC1 | -0.3% | i | 30% | -3% | 1% | 18% | 1% | 1.3 | 3%
CCN(Cc1nc2cc(Cl)ccc2c(=O)[nH]1)C(=O)C1CC(=O)N(c2cccc3ccccc23)C1 (stereo not drawn) | 0.1% | i | -27% | 0% | -1% | -6% | -2% | -0.8 | 2%
COc1ccc(C(=O)CSc2ccccc2C(=O)O)cc1 | -2.0% | i | -14% | -7% | ? | 4% | 1% | 1.5 | 9%
CC1CCc2ccc(F)cc2N1S(=O)(=O)c1cccs1 (stereo not drawn) | -1.6% | i | ? | -4%[1.84 µM] | -10% | -10% | 1% | -2.9 | 26%
Cc1cc(C)n(CCNc2nc3nonc3nc2N2CCCCC2)n1 | -0.1% | i | -2% | 1% | -7% | 3% | -2% | -2.0 | 5%
COc1ccc(NC(=O)CN(C)C(=O)CSc2ccc3c(c2)OCCO3)cc1 | 0.2% | i | 6% | -12% | 7% | -5% | -1% | 1.3 | 1%
COc1ccc(NC(=O)CC2C(=O)N(c3ccc(C)cc3)C(=O)N2C2CCCCC2)cc1 (stereo not drawn) | 0.1% | / | 2% | -3% | 3% | / | / | / | /
